From PubChem
PLK1 PBD block – inhibitors of human PLK1 polo-box domain binding; P53350; Plk1 PBD binding of FITC phosphopeptide, fluorescence polarization; Potency, µM, for the others: max response, negative = inhibition, actives largely listed as inhibitors; hit rate 2.8% among 360,000; note: potency is the fitted concentration of half-maximal effect; series mostly up to about 57 µM; % is set by controls: 0 for no effect and ±100 for the full control effect; nearly all actives have a fitted effect of over 65% in size
Target sequence (P53350 whole entry, looked up, the tested form may be a part): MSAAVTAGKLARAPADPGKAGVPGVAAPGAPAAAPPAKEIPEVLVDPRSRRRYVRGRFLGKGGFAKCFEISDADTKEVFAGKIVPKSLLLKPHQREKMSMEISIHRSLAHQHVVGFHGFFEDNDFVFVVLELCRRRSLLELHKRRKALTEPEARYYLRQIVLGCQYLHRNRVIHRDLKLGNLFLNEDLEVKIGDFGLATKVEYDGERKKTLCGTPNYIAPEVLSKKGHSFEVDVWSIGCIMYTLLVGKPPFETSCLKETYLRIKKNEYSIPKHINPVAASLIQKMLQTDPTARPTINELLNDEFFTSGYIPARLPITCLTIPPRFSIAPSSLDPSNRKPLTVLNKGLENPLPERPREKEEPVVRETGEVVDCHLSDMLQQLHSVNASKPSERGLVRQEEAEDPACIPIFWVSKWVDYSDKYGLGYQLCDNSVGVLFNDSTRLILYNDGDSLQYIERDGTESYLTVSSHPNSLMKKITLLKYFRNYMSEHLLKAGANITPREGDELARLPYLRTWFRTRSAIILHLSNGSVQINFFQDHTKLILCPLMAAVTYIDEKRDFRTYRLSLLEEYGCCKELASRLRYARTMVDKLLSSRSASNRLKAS
FUS yeast rescue – rescues growth of FUS-expressing yeast; hit rate 0.24% among 390,000; AID 1347120; S. cerevisiae FUS-expressing, growth rescue, OD600, 24 h; Potency, µM (titrated, usually from 76.6 µM), for the others: top-dose growth rescue (activation), usual class: activators;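 note: potency is the fitted concentration of half-maximal effect; plate controls were DMSO vehicle for no effect and reference control for full effect; nearly all actives have a fitted effect of over 55% in size; some results filed as inactive show a strong effect at the top dose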
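Toxicity suppression screen in FUS-yeast. Cells induced with 2% galactose, starting OD 0.005, treated 24hr at 30C with compounds at multiple final concentrations; growth by OD600.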
WRN helicase inh – inhibitors of human WRN helicase; Q14191; WRN helicase unwinding, fluorescent forked duplex, kinetic; Potency, µM (series often up to 114 µM), inactives show at the highest dose activity change, negative = inhibition, hits mostly inhibitors; hit rate 0.46% among 360,000; note: potency is the fitted concentration of half-maximal effect; % is set by controls: 0 for no effect and ±100 for the full control effect; nearly all actives have a fitted effect of over 55% in size
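WRN at 20 nM final preincubated with compound 15 min at room temperature; reaction started with 100 nM fluorophore/quencher forked duplex oligonucleotide and 2 mM ATP final. Unwinding followed kinetically by red fluorescence (ex 525, em 598 nm).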
PI5P4K alpha inh – inhibitors of human PI5P4K alpha; PI5P4Kalpha enzyme, ADP-Glo luminescence, 60 min; active compounds read low; P48426; hit rate 1.2% among 330,000; max response, %; active = max response of -50% or lower; inconclusive = between -30% and -50%; inactive = -30% or higher; note: value at the top dose of about 77 µM; % is set by controls: 0 for no effect and ±100 for the full control effect
Target sequence (P48426 whole entry, looked up): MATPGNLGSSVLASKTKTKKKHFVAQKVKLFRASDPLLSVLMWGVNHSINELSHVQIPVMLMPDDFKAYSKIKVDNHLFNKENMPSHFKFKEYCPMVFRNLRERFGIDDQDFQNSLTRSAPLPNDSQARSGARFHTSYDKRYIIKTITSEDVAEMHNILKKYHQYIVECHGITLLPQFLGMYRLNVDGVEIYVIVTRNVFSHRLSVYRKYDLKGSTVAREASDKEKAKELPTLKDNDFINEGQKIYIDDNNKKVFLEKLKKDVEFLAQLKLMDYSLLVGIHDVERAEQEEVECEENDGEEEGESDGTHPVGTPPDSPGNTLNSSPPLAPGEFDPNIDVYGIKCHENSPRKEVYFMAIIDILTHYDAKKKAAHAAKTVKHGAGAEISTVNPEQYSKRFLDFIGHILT
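Human PI5P4Kalpha with substrate in 0.038 M HEPES pH 7.4, 0.28 mM EGTA, 0.1% CHAPS, 5% DMSO; reaction started with 5 microM ATP (final), 60 min at room temperature. ADP formed read by ADP-Glo luminescence.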
Abeta yeast res – restores growth of yeast expressing A-beta42 peptide. yeast expressing A-beta42, growth rescue, OD600, 48 h; response scale: 0% DMSO, 100% iron-clioquinol control. Potency, µM (doses to about 46.1 µM), inactives show top-dose growth rescue, most hits filed as activators. hit rate 0.063% among 410,000; note: potency is the fitted concentration of half-maximal effect; nearly all actives have a fitted effect of over 55% in size
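Yeast A-beta toxicity model in growth medium with pinned compounds, 48 h at 30 C; growth read as absorbance at 600 nm. Normalized to FeCl3/clioquinol equimolar mix (positive) and DMSO (negative).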
IL2 activator – activators of IL-2; IL-2 activation reporter assay, cell-based qHTS; stimulated with anti-CD3/CD4/CD28 beads; in transgenic mouse T cells; activation, % (series mostly up to about 46 µM); hit rate 0.065% among 360,000; AID 652025; in the data active = activation above about 50%; inconclusive = mostly about 30% to 49%; note: 0% is about no effect
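Using fluorescent plate cytometry, EGFP and DsRed are detected in transgenic mouse T cells stimulated 18 h at 37 degrees C with antibody-coated beads after 60 min compound pretreatment.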
EPAC1 ag – activates human EPAC1 exchange factor | EPAC1 agonist qHTS, biochemical assay; response scale: 100% = response to 6.5 mM cAMP | Potency, µM (doses to about 154 µM), inactives show at the top dose activation, usual class: activators | hit rate 0.073% among 360,000 | AID 720707; note: potency is the fitted concentration of half-maximal effect; nearly all actives have a fitted effect of over 60% in size
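EPAC1 100 nM, Rap1B–BODIPY-GDP 250 nM, unlabeled GDP 50 uM; compound titration; 5 min RT; kinetic read ex480/em540 at 5-min intervals ×30 min; data normalized to 6.5 mM cAMP agonist control.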
EPAC1 antagonist – blocks human EPAC1 exchange factor; O95398; EPAC1 GEF assay, Rap1b-BODIPY-GDP exchange fluorescence; Potency, µM (titrated, usually from 115 µM), without a hit: at the top dose activity change, negative = inhibition, most hits filed as inhibitors; hit rate 0.14% among 360,000; AID 720709;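 note: potency is the fitted concentration of half-maximal effect; plate controls were vehicle for no effect and positive control for full effect; nearly all actives have a fitted effect of over 50% in size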
Numbers without * were called inactive; ? = inconclusive; · = not tested or not shown; [ ] = remark or other dose. Unless noted, calls come from the whole dose curve; as a rule, active = well fitted curve in the direction sought with a large enough effect; inconclusive = small, poorly fitted or top-dose-only effect, or another doubt; inactive = no such curve, though single readings can be large; an effect the other way counts as inactive or inconclusive.

No.	SMILES	PLK1 PBD block	FUS yeast rescue	WRN helicase inh	PI5P4K alpha inh	Abeta yeast res	IL2 activator	EPAC1 ag	EPAC1 antagonist
1	CN1CCN(CCCNC(=O)c2cn(C3CCCCC3)c(=O)c3c2c2ccccc2n3C)CC1	-8%	11%	4%[57.1 µM]	-2	-8%	-4.2	-4%	13%
2	CCOC(=O)C1CCCN(C/C=C/c2ccccc2)C1 (centres undefined)	-14%	-18%	11%	0	-18%	-1.1	3%	-2%
3	O=C(O)c1cccc(-n2c(O)c(C=C3N=c4ccccc4=N3)sc2=S)c1	-27%	5%	-20%	0	-7%	2.4	-11%	-24%
4	Cc1ccc(OCC(=O)Nc2ccccc2C(N)=O)cc1	-19%	21%	6%	2	6%	-1.2	3%	-18%
5	CC(C)(C)NC(=O)C(c1ccc(-c2ccccc2)cc1)n1c(=O)c(-c2cc3ccccc3[nH]2)nc2ccccc21 (centres undefined)	10%	23%	-4%	10	14%	0.1	-5%	15%
6	Cc1cccc(CNC(=O)CCCn2nc(C)c3c(C)n(-c4ccccc4)nc3c2=O)c1	-5%	22%	-3%	4	·	0.5	-12%	-24%
7	CCCS(=O)(=O)N1CCCC(C(=O)Oc2ccc(OC)cc2)C1 (centres undefined)	0%	9%	-3%	8	-10%	-1.2	2%	-22%
8	O=C(Nc1ccc(F)cc1)c1cccnc1N1CCCCC1	-5%	41%	-5%	·	-24%	0.1	5%	-18%

Two of these compounds, set out differently.
6: Cc1cccc(CNC(=O)CCCn2nc(C)c3c(C)n(-c4ccccc4)nc3c2=O)c1
7: CCCS(=O)(=O)N1CCCC(C(=O)Oc2ccc(OC)cc2)C1 (centres undefined)
entry no.,6,7
PLK1 PBD block,-5%,0%
FUS yeast rescue,22%,9%
WRN helicase inh,-3%,-3%
PI5P4K alpha inh,4,8
Abeta yeast res,·,-10%
IL2 activator,0.5,-1.2
EPAC1 ag,-12%,2%
EPAC1 antagonist,-24%,-22%

(continued)
No.	SMILES	PLK1 PBD block	FUS yeast rescue	WRN helicase inh	PI5P4K alpha inh	Abeta yeast res	IL2 activator	EPAC1 ag	EPAC1 antagonist
9	O=C(CCC(=O)N(CC(=O)NC1CCCCC1)Cc1cccs1)Nc1ccccn1	-7%	19%	-1%	1	-2%	3.3	10%	6%
10	Cc1ccc(C(=O)N/C(=C/c2cccs2)C(=O)N2CCCCC2)cc1	-20%	-16%	-1%	2	-2%	1.5	-4%	-22%
11	N#Cc1ccc(NC(=O)COC(=O)CCNS(=O)(=O)c2ccccc2)cc1	2%	·	-18%	15	9%	1.1	-7%	5%
12	Cc1cccc(C)c1NC(=O)CN(C)C(=O)CCC(=O)c1ccccc1	4%	-2%	-7%	-2	15%	0.5	7%	1%
13	CC(=O)Nc1ccc(NC(=O)c2ccccc2C)cc1	-3%	-7%	-11%	·	-1%	1.6	7%	5%
14	CC1(C(=O)NCC2CCOCC2)Cc2c(-c3cccc(C(N)=O)c3)ccnc2O1 (centres undefined)	-6%	-18%	-2%	2	-12%	0.5	3%	4%
15	COc1ccc(NC(=O)NCCCN2CCc3ccccc3C2)cc1	-5%	-18%	-5%	0	15%	-0.4	-16%	-18%
16	COc1cc(/C=N/NC(=O)c2ccncc2)ccc1OCC(=O)Nc1ccccc1	-24%	13%	-7%	2	-1%	-0.4	3%	-10%
17	Cc1ccc(C(=O)NC2(C(Cl)Cl)N=C(c3ccccc3)N=C2N)cc1 (centres undefined)	-19%	8%	-31%[57.1 µM]	2	-18%	-3.1	12%	-2%
18	Cc1cccc(N/C(N)=N/c2nc(C(F)(F)F)cc(C(F)(F)F)n2)c1	-4%	0%	-10%	1	6%	-0.4	-3%	1%
19	CCN(CC(=O)NCCc1ccc(Cl)cc1)Cc1nc2ccccc2c(=O)[nH]1	-5%	20%	9%	11	-20%	3.0	-11%	-14%
20	CCOC(=O)c1sc(NC(=O)c2cccc(S(=O)(=O)N3c4ccccc4CC3C)c2)cc1C (centres undefined)	5%	-10%	-11%	-3	6%	-1.8	17%	-3%
21	O=C(/C=C/c1cccs1)c1ccco1	0%	36%	1%[57.1 µM]	-1	-13%	-2.7	-5%	36%[activator]
22	CC(=O)N1c2ccc(S(=O)(=O)NCCC(=O)Nc3ccc(Cl)cc3)cc2CC1C (centres undefined)	1%	1%	-5%	5	11%	-0.4	-1%	-7%
23	O=C(CSc1ccc(-c2ccccc2)nn1)c1cccs1	-3%	22%	-2%	-14	-35%[inhibitor]	1.1	12%	-6%
24	O=C(CNC(=O)c1ccc(Cl)cc1Cl)NCC1CCCO1 (centres undefined)	-6%	-3%	-6%	-1	-10%	2.8	9%	0%
25	S=C(NCc1ccccc1)N1CCN(C2CCCCC2)CC1	?	3%	10%	-11	15%	0.4	-19%	5%
26	COCCCN(CC(=O)NCc1ccccc1)S(=O)(=O)c1ccc(C)cc1	-8%	-8%	3%	-3	0%	-1.7	3%	-2%
27	Cc1occc1C(=O)NNC(=O)c1cccc(F)c1	-12%	-31%	5%[57.1 µM]	12	-11%	0.2	4%	4%
28	COC(=O)c1ccc(NC(=O)CSc2nnc(COc3ccc4c(c3)CCCC4)o2)cc1	-3%	-10%	-14%	·	15%	-2.1	5%	4%
29	CCOC(=O)C(CC)Sc1ccc2nnc(-c3cccnc3)n2n1 (centres undefined)	-5%	-3%	2%	-17	0%	0.8	2%	-9%
30	Cc1cccc(NC(=O)Cc2noc3ccccc23)c1C	-2%	-3%	-11%	1	5%	0.0	0%	-4%
31	CCCn1c(C)cc(C(=O)Cn2nnc3ccccc3c2=O)c1C	2%	2%	-2%	1	4%	-0.5	6%	14%
32	C=CCN1CC(c2nc3ccccc3n2CCOc2ccccc2)CC1=O (centres undefined)	-3%	·	-4%	11	4%	3.3	-9%	-4%
33	O=C(c1ccc2ccccc2c1)N1CCN(c2ccc(C(F)(F)F)cn2)CC1	0%	2%	1%	13	2%	0.0	7%	-17%
34	Cc1cccc(NC(=O)C2CCCN2C(=O)NC2CCCCC2)c1 (centres undefined)	1%	-34%	7%	0	1%	-0.9	3%	7%
35	Cc1ccc(Cl)cc1NC(=O)N[C@@H](C)C(=O)O	0%	-1%	4%	-1	9%	3.4	13%	-2%
36	COC(=O)Cn1nc(C)c2ccccc2c1=O	-15%	-19%	1%	0	18%	-1.0	8%	8%
37	COc1cc2c(cc1OC)C(C)N(S(=O)(=O)c1cn(C)cn1)CC2 (centres undefined)	-8%	15%	-11%	-2	16%	0.7	5%	-21%
38	CC(=O)N1CCN(Cc2nc3cc(NC(=O)NC4CCCCC4)ccc3n2C)CC1	-4%	?	-2%	1	15%	1.0	2%	-4%
39	CC(NC(=O)C(=O)NCCN1CCN(C(=O)c2ccc([N+](=O)[O-])cc2)CC1)c1ccccc1 (centres undefined)	-3%	-13%	-8%[57.1 µM]	-2	-12%	-0.5	10%	0%
40	CCN1CCN(c2ccc(S(=O)(=O)N3CCOCC3)cc2NC(=O)c2ccc(C(F)(F)F)cc2)CC1	-9%	15%	?	-1	-9%	-0.1	1%	-5%
41	Cc1ccc(S(=O)(=O)CC(=O)Nc2nnc(C(C)C)s2)cc1	-7%	5%	?	-3	-4%	1.5	2%	6%
42	O=C(NCC(=O)N1CCN(C(=O)c2ccccc2)CC1)c1ccc(Cl)cc1Cl	-2%	-2%	3%	3	5%	0.1	6%	1%
43	CCCn1c(=O)[nH]c(=O)c2c1nc(-c1ccccc1OC(F)F)n2CCOC	1%	7%	-3%	-6	0%	-1.7	5%	5%
44	O=C(Cc1csc(-c2ccccc2)n1)NCc1ccco1	-3%	-2%	0%	-1	13%	0.4	10%	0%
45	O=C(O)c1ccn(Cn2cnc3ccccc32)n1	1%	-13%	-1%	1	7%	0.1	15%	10%
46	CCN(C(=O)CSc1n[nH]c(N)n1)C1CCCCC1	-16%	?	-1%	1	-19%	0.4	-13%	-20%
47	O=c1c2c(c(-c3ccccc3)nn1Cc1ccccc1)CCCC2	-11%	39%	-1%	3	-2%	-1.0	14%	-11%
48	Cc1cccc(C)c1-n1nnnc1C(C)(C)N1CCN(N=O)CC1	-8%	9%	2%	-1	20%	0.9	0%	-6%
49	CC(=O)NC(CCS(C)(=O)=O)C(=O)Nc1c(F)cccc1F (centres undefined)	-2%	·	-6%	4	0%	-0.5	7%	9%
50	CN(C(=O)COC(=O)C1=COCCO1)C1(C#N)CCCCC1	-12%	·	6%	4	0%	-1.8	13%	1%
51	CCCn1c(=O)c(C(=O)NCCc2ccc(OC)c(OC)c2)c(O)c2ccccc21	-13%	41%	9%	20	-20%	1.1	1%	5%
52	O=C(Cn1ncc2c([nH]c3ccccc32)c1=O)NCC1CCN(Cc2ccccc2F)CC1	2%	12%	1%	-1	8%	-2.2	4%	-7%
53	Cc1ccc(CCC2C3=C(CCCC3=O)OC3=C2C(=O)CCC3)cc1	0%	27%	-4%	·	0%	-0.5	1%	6%
54	O=[N+]([O-])c1ccc2nonc2c1Nc1ccccc1	-6%	10%	-5%	2	10%	0.7	5%	13%

Grouped by structure: the entries above containing fluorine (8)
No.	SMILES	PLK1 PBD block	FUS yeast rescue	WRN helicase inh	PI5P4K alpha inh	Abeta yeast res	IL2 activator	EPAC1 ag	EPAC1 antagonist
8	O=C(Nc1ccc(F)cc1)c1cccnc1N1CCCCC1	-5%	41%	-5%	·	-24%	0.1	5%	-18%
18	Cc1cccc(N/C(N)=N/c2nc(C(F)(F)F)cc(C(F)(F)F)n2)c1	-4%	0%	-10%	1	6%	-0.4	-3%	1%
27	Cc1occc1C(=O)NNC(=O)c1cccc(F)c1	-12%	-31%	5%[57.1 µM]	12	-11%	0.2	4%	4%
33	O=C(c1ccc2ccccc2c1)N1CCN(c2ccc(C(F)(F)F)cn2)CC1	0%	2%	1%	13	2%	0.0	7%	-17%
40	CCN1CCN(c2ccc(S(=O)(=O)N3CCOCC3)cc2NC(=O)c2ccc(C(F)(F)F)cc2)CC1	-9%	15%	?	-1	-9%	-0.1	1%	-5%
43	CCCn1c(=O)[nH]c(=O)c2c1nc(-c1ccccc1OC(F)F)n2CCOC	1%	7%	-3%	-6	0%	-1.7	5%	5%
49	CC(=O)NC(CCS(C)(=O)=O)C(=O)Nc1c(F)cccc1F (centres undefined)	-2%	·	-6%	4	0%	-0.5	7%	9%
52	O=C(Cn1ncc2c([nH]c3ccccc32)c1=O)NCC1CCN(Cc2ccccc2F)CC1	2%	12%	1%	-1	8%	-2.2	4%	-7%
